# Source: PubChem BioAssay (several laboratories)
# Rad51 HR inh = human RAD51 strand exchange inhibitors, primary screen, biochemical, fluorescence | 0.085% of 200,000 active | hRad51 DNA strand exchange, fluorescence dequenching | inhibition, % at 10 µM;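 active = inhibition above 40% at the single screening dose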;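 also: 0% = DMSO control wells and 100% = blanks with heterologous ssDNA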
#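 System: human Rad51 nucleoprotein filaments preassembled on unlabelled ssDNA. Reagent: labelled 47-mer dsDNA for strand exchange. Schedule: 30-min compound preincubation and 15-min exchange, both room temperature. Measured by: FRET fluorescence dequenching, excitation 485 nm, emission 520 nm. Read-out: Fluorescence-based percent inhibition, control- and blank-normalised. Benchmarks: plate controls and plate blanks.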
# hK5 inh = human KLK5 protease inhibitors, primary screen, biochemical, 1536-well | recombinant hK5, fluorogenic AMC substrate cleavage | Kallikrein-5 (Homo sapiens), Q9Y337 | 0.59% of 210,000 active | AID 873, 2007 | inhibition, % at 5 µM;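 active = inhibition of 40% or more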;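 also: 0% = enzyme controls without compound and 100% = no-enzyme blanks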
# m-calpain inh = inhibitors of pig calpain II, primary screen, biochemical, fluorogenic peptide substrate, 1536-well; purified calpain II, 30 min; inhibition, % at 16 µM; 0.37% of 220,000 active; AID 1236, 2008;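 active = inhibition above about 50%, limit read from the data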
# Furin inhibitor = human furin inhibitors, primary screen, biochemical, fluorescence intensity | 0.061% of 220,000 active | purified furin, fluorogenic substrate cleavage | P09958 | inhibition, % at 30 µM | AID 463115, 2010; in the data active = inhibition above about 25%; also: inactives centre near -15
# Cl transport mod = KCC2 cotransporter modulators, thallium flux, primary screen, cell-based, HEK293 KCC2, FluoZin-2 fluorescence, MLSMR. Solute carrier family 12 member 5 (Homo sapiens), Q9H2X9. KCC2 cells, thallium flux FluoZin-2 fluorescence. B-score of Tl+ flux slope (higher = more flux/activation; lower = inhibition) at 10 µM. 2.2% of 190,000 active. AID 1456, 2008;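 active = thallium flux slope and its plate-corrected score both differing from the plate sample mean at a set confidence after two filtering rounds, in either direction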;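 also: slope of fluorescence scaled to starting intensity during 10 to 20 s after thallium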
# Target sequence (Q9H2X9 whole entry, looked up): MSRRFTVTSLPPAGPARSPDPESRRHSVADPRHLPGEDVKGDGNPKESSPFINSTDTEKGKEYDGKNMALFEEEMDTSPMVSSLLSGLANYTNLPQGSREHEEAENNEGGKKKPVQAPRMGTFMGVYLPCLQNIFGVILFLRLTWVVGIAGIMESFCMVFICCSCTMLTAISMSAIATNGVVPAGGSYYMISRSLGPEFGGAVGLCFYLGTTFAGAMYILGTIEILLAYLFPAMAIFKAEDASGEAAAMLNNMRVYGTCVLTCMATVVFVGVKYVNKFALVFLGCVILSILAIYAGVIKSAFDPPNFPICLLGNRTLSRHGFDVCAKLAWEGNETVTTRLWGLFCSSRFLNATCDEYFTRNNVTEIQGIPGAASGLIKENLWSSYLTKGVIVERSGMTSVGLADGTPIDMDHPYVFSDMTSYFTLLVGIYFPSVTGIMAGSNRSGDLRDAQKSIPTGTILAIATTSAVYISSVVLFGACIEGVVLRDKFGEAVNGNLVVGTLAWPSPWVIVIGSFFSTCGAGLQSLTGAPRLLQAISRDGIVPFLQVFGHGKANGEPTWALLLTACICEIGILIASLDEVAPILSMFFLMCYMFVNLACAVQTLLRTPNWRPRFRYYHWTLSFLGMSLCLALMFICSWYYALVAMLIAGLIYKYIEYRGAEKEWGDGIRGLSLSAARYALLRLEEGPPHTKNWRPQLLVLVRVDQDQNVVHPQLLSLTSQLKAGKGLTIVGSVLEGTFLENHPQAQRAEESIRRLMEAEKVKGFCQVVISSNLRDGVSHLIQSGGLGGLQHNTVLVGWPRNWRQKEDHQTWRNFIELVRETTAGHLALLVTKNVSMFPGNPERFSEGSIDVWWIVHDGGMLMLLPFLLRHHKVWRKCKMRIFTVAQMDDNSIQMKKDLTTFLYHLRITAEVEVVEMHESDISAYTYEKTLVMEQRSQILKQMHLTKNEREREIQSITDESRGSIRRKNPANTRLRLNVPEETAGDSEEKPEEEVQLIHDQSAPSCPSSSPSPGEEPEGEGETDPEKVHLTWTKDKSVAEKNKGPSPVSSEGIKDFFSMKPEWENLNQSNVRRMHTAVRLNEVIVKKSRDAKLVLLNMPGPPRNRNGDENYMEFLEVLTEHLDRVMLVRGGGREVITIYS
# FXIIa inh = human FXIIa protease inhibitors, primary screen, biochemical, 1536-well. Coagulation factor XII (Homo sapiens), P00748. purified FXIIa, Boc-QGR-AMC fluorogenic substrate, 2 h. inhibition, % at 5 µM. 0.3% of 220,000 active. AID 800, 2007; in the data active = inhibition above about 40%;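 also: 0% = enzyme with no compound and 100% = blank without enzyme; many of its hits are not listed in these tables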
# PERK inh = block of dimerizer-induced PERK translation repression, primary screen, PERK inhibitor project, CHO PERK-DD cells, SEAP luminescence, HTS; Eukaryotic translation initiation factor 2-alpha kinase 3 (Homo sapiens), Q9NZJ5; CHO PERK-DD fusion, SEAP luminescence translation reporter; inhibition, % at 5.6 µM; 0.17% of 220,000 active; AID 1416, 2008;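 active = inhibition above the mean inhibition of all tested compounds plus 3 SD, set separately per screening campaign, cut at about 2.9% in these data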;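 also: PERK kinase domain activated by AP20187 dimerizer at 100 nM; 0% = DMSO with dimerizer and 100% = rapamycin at 8.4 µM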
# thrombin 1536 = human alpha-thrombin inhibitors, primary screen, counter-screen for coagulation protease inhibitor project, biochemical, 1536-well, fluorogenic AMC substrate; Prothrombin (Homo sapiens), P00734; Boc-VPR-AMC fluorogenic substrate cleavage; inhibition, % at 5 µM; 0.26% of 220,000 active;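 active = inhibition at or above 40%; inactive = inhibition below 40%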;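 also: 0% = enzyme with no compound and 100% = wells without enzyme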
#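 System – human alpha-thrombin · Medium – pH 7.5 Tris (50 mM) with NaCl 150 mM, Tween 20 0.05% · Compound – single-point dosing at 5 µM, 0.2% DMSO · Incubation – enzyme reaction carried out at room temperature · Technique – fluorescence of released AMC, ex 355 nm, em 460 nm · Read-out basis – % inhibition of thrombin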
# FXIa inh = human FXIa protease inhibitors, primary screen, biochemical, 1536-well; inhibition, % at 5 µM; 0.14% of 220,000 active; AID 798, 2007; purified FXIa, Boc-Glu-Ala-Arg-AMC fluorogenic substrate;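 active = inhibition of at least 40%; inactive = inhibition below 40%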;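 also: fluorescence of freed AMC excited at 355 nm; 0% = enzyme without compound and 100% = no enzyme blank; many of its hits are not listed in these tables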
# The depositor's hits bear a star; nt = not tested or not shown; [ ] = dose if it differs, or a comment. Some of the compounds tested; count on the stated rates, not on these rows.
# Values run as follows: Rad51 HR inh	hK5 inh	m-calpain inh	Furin inhibitor	Cl transport mod	FXIIa inh	PERK inh	thrombin 1536	FXIa inh
> CCn1c(CNc2ccc(Cl)cc2)nnc1SCc1ccc(Cl)cc1
  -1	-5	15	-4[20 µM]	0.032	10	0.1	1	7
> COc1cc(OC)cc(C(=O)NCCOC23CC4CC(CC(C4)C2)C3)c1
  -4	3	17	-20	0.52	10	0.1	-8	0
> Nn1c(COc2ccccc2)nnc1SCc1cc(=O)[nH]c2ccccc12
  2	5	-4	-12[20 µM]	nt	19	0.5	12	4
> COCc1cc(/C=N\NC(=O)COc2ccc(Cl)cc2)ccc1OC
  2	-7	-5	-24	0.46	5	0.9	-4	4
> CC(Oc1ccccc1)c1ccnc2nc(N3CCOCC3)nn12 (stereo unspecified)
  -2	-19	-236	-6	0.0073	-4	1.3	2	2
> Cc1cc(C)c(S(=O)(=O)N(C)CC(=O)N2CCCCC2)c(C)c1
  13	-8	-22	-18[20 µM]	0.0087	7	0.0	5	1
> COc1nc(N(C)C)nc(N(OC)S(=O)(=O)c2ccccc2Cl)n1
  -2	-27	-4	-23	-0.39	9	0.0	2	2
> CCOc1ccc(C(=O)NC2=NCCS2)cc1
  1	-4	9	-16	-0.46	5	1.5	-3	0
> N#C/C(=C\c1c(N2CCCCC2)nc2ccccn2c1=O)S(=O)(=O)c1ccccc1
  5	-1	24	-4	-0.46	9	0.9	-2	2
> CN1CCN(CCCNC(=O)c2ccc(Cn3c(=S)[nH]c4ccc(Br)cc4c3=O)cc2)CC1
  -1	-1	-7	-35	0.66	7	0.4	-20	-9
> COc1ccc(/C=N/NC(=O)C(C)Sc2ccccn2)cc1[N+](=O)[O-] (stereo unspecified)
  6	-5	13	-36	-0.078	5	-0.2	-6	-1
> COc1ccc(-n2c(CNc3ccc(C)cc3)nnc2SCC(=O)Nc2nc(-c3ccccc3)cs2)cc1
  -1	-1	68*	-14[20 µM]	-0.46	14	-0.6	0	5
> O=C(CC1(O)C(=O)Nc2cc(Cl)cc(Cl)c21)c1ccncc1 (stereo unspecified)
  4	4	-11	-23	0.69	11	0.3	3	4
> Cc1nc2ccc(Nc3ccncc3)cc2s1
  8	-5	30	-9	0.76	8	0.2	2	-3
> CC1CCCCC1NCC(=O)Nc1ccccc1-c1ccccc1 (stereo unspecified)
  -6	-10	-1	-13[20 µM]	-0.64	15	-0.9	3	9
> C=CCNS(=O)(=O)c1ccc2c(c1)n(C)c(=O)n2C
  -4	-5	2	-16	0.31	-1	1.1	-15	-5
> CCOC(=O)c1cc(-c2ccccc2)sc1NC(=O)C(C)OC(=O)c1cccnc1OCC (stereo unspecified)
  10	-9	-7	-3	1	15	0.7	-12	7
> CCOC(=O)CSc1nc2c(c(=O)[nH]c(=O)n2C)n1CCCc1ccccc1
  6	3	7	-19	-0.32	10	0.4	-2	2
> Cc1cc(=O)[nH]c(SCC(=O)Nc2ccc(C(=O)O)cc2)n1
  -12	-21	-14	-14[20 µM]	-0.099	13	0.2	-4	3
> COC(=O)[C@H]1[C@H]2C[C@@H]3c4[nH]c5cc(OC)ccc5c4CCN3C[C@H]2C[C@@H](OC(=O)c2ccc(N)cc2)[C@@H]1OC
  -26	-3	-52	-28	0.22	7	0.2	-4	-2

# One compound at a time (already shown). Order of screens: Rad51 HR inh | hK5 inh | m-calpain inh | Furin inhibitor | Cl transport mod | FXIIa inh | PERK inh | thrombin 1536 | FXIa inh
# CC1CCCCC1NCC(=O)Nc1ccccc1-c1ccccc1 (stereo unspecified) is listed with -6 | -10 | -1 | -13[20 µM] | -0.64 | 15 | -0.9 | 3 | 9
# COc1ccc(-n2c(CNc3ccc(C)cc3)nnc2SCC(=O)Nc2nc(-c3ccccc3)cs2)cc1 is listed with -1 | -1 | 68* | -14[20 µM] | -0.46 | 14 | -0.6 | 0 | 5

# Quoted at random: four entries already listed.
# Values run as follows: Rad51 HR inh	hK5 inh	m-calpain inh	Furin inhibitor	Cl transport mod	FXIIa inh	PERK inh	thrombin 1536	FXIa inh
> C=CCNS(=O)(=O)c1ccc2c(c1)n(C)c(=O)n2C
  -4	-5	2	-16	0.31	-1	1.1	-15	-5
> N#C/C(=C\c1c(N2CCCCC2)nc2ccccn2c1=O)S(=O)(=O)c1ccccc1
  5	-1	24	-4	-0.46	9	0.9	-2	2
> COCc1cc(/C=N\NC(=O)COc2ccc(Cl)cc2)ccc1OC
  2	-7	-5	-24	0.46	5	0.9	-4	4
> COc1ccc(-n2c(CNc3ccc(C)cc3)nnc2SCC(=O)Nc2nc(-c3ccccc3)cs2)cc1
  -1	-1	68*	-14[20 µM]	-0.46	14	-0.6	0	5

# (further entries)
# Values run as follows: Rad51 HR inh	hK5 inh	m-calpain inh	Furin inhibitor	Cl transport mod	FXIIa inh	PERK inh	thrombin 1536	FXIa inh
> NC(=O)c1cc([N+](=O)[O-])ccc1NCc1cccnc1
  3	-6	-20	-3	-0.026	12	0.4	-10	-1
> Cc1ccc(C2=NN(C(=O)CCC(=O)O)C(c3cn(-c4ccccc4)nc3-c3ccc(C)cc3)C2)cc1 (stereo unspecified)
  9	-23	-51	-12	0.03	-2	0.5	0	-4
> CN1CCC(=NNC(=O)c2cc(-c3ccc(Cl)cc3)n[nH]2)CC1
  -17	-5	13	-10	0.77	5	1.8	-8	1
> COC(=O)c1ccc2c(=O)n(CC3CCCO3)c(SCC(=O)Nc3ccccc3Cl)nc2c1 (stereo unspecified)
  1	3	-25	-14[20 µM]	0.49	15	-1.4	0	1
> Cn1c(=N)n(CC(=O)c2ccccc2)c2ccccc21
  19	5	-19	-24	0.08	8	-1.4	1	3
> C=CCn1c(O)c(N=NC(=O)CNC(=O)/C=C/c2ccc(OC)cc2)c2ccccc21
  19	0	4	-12	nt	6	-0.5	-4	4
> CCCCOc1ccc(-c2nnn(CC(=O)NCCc3c[nH]c4ccccc34)n2)cc1
  -2	-18	17	-23[20 µM]	nt	4	1.1	-5	-2
> CCOc1ccc(C(=O)Nc2ccc(N3CCCC3)cc2)cc1
  -8	-22	-46	-9[20 µM]	nt	-17	-1.1	-12	-5
> COc1ccc(CNC(=O)CN2C(=O)CC(c3ccccc3)=Nc3ccccc32)cc1
  11	5	16	-20	-2.1	11	-1.2	0	-7
> Cn1c(N)c(C(=O)COC(=O)CNS(=O)(=O)c2ccc(Cl)c(Cl)c2)c(=O)n(C)c1=O
  nt	-4	-7	-22	-0.62	14	1.3	1	7
> Cc1ccc(C(=O)CSc2nnc(COc3ccc(C#N)cc3)n2-c2ccccc2)cc1
  5	-1	-1	-7[20 µM]	nt	15	0.6	2	12
> COc1ccc(C(c2c(N)[nH]c(=S)[nH]c2=O)c2c(N)[nH]c(=S)[nH]c2=O)cc1
  26	0	-10	-17	0.91	4	1.4	0	3
> NC(=S)NNc1cccc2cccnc12
  -1	-7	-22	-28	-0.14	3	0.6	-3	-2
> Cc1ccc(N=Cc2nc(-c3ccco3)oc2O)cc1
  -5	-4	4	-4	-0.6	21	0.4	1	5
> O=c1[nH]c(=S)n(C2CCCCC2)c(O)c1C=NCCN1CCOCC1
  -8	-12	2	3	-0.85	2	1.4	-9	2
> O=C1CCCc2nc3nc4ccccc4n3cc21
  4	5	-9	-10	nt	18	0.6	6	6
> CC(=O)NC(=S)NNC(=O)COc1ccc(Br)cc1
  -4	-20	-10	-25	0.009	10	0.7	5	-5
> O=C(COc1ccc2oc(-c3ccccc3)cc(=O)c2c1)NCc1ccco1
  nt	-21	-74	-17	nt	11	0.5	2	4
> CCOC(=O)C1CCCN(CCC(=O)Nc2ccccc2)C1 (stereo unspecified)
  8	-1	21	-21[20 µM]	-0.45	22	0.5	3	-5
> OC1CCN(Cc2nc(Cc3ccccc3Cl)no2)CC1
  5	nt	-1	-19	nt	6	2.0	0	0

# (further entries)
SMILES | Rad51 HR inh | hK5 inh | m-calpain inh | Furin inhibitor | Cl transport mod | FXIIa inh | PERK inh | thrombin 1536 | FXIa inh
Cc1nn(CC(=O)NN)c(C)c1Br | -5 | -4 | -3 | -4 | 0.95 | -1 | 2.2 | -4 | -8
COc1ccc(NC(=S)Nc2ccccc2)c(OC)c1 | 3 | -5 | 30 | -23 | 0.53 | 2 | 0.2 | -2 | -2
O=c1cc(O)c2c(=O)n(-c3ccccc3)c3c(c2o1)CCCCC3 | -2 | -18 | -15 | -30 | -0.69 | 12 | 0.2 | -10 | 2
COc1ccc(NC(=O)C2CCCN(c3c4c(nc5ncnn35)CCC4)C2)cc1OC (stereo unspecified) | -4 | -6 | 20 | -19 | 0.51 | 17 | -0.1 | 3 | 5
Cc1nn(-c2ccccc2)c(Cl)c1/C=N/NC(=O)c1ccccc1NS(=O)(=O)c1cccs1 | 13 | -11 | -27 | -22 | -4.7 | 3 | 1.2 | -4 | 4
COc1cccc(C2CC(c3ccc(C)cc3)n3nc(N)nc3N2)c1 (stereo unspecified) | -2 | 7 | -2 | -17 | 0.4 | 18 | 0.0 | -6 | 5
COc1ccccc1N(CN1CCCC1=O)C(=O)c1c(F)cccc1Cl | -4 | -27 | 11 | -18[20 µM] | 0.2 | 3 | -1.0 | -4 | -18
CCN1CCN(C(=O)CSCc2nc(-c3ccc(OC)c(OC)c3)oc2C)CC1 | nt | -2 | -1 | -5 | 0.22 | 13 | 0.4 | -5 | 6
CCCCCC[N+](C)(C)CC/C=C1/c2ccccc2Sc2ccc(Cl)cc21 | -11 | -4 | 12 | -8 | 0.04 | 8 | 1.0 | -5 | 2
CN(C)CC(O)COC(c1ccc(Cl)cc1)c1ccc(Cl)cc1 (stereo unspecified) | -4 | -3 | 14 | -3 | 0.085 | 0 | 0.0 | -14 | -5
Cc1nc2c(C)cccc2c2c1CCS2 | 5 | -3 | 24 | -8 | -0.15 | 5 | -0.6 | -4 | 0
NC(=O)C1CCN(S(=O)(=O)c2ccc3c(c2)OCCO3)CC1 | -2 | 0 | 11 | -16 | 0.0056 | -2 | 1.0 | -5 | -5
S=c1[nH]nc(Cc2c[nH]c3ccccc23)o1 | -31 | -2 | 9 | 2[20 µM] | -5.5* | -16 | 1.1 | -10 | -10
CC(C)NC(=O)CC1Nc2c3ccccc3nc(=S)n2C1=O (stereo unspecified) | 5 | 2 | -21 | -15[20 µM] | 0.051 | 17 | 0.0 | 1 | 6
O=C(CSc1nc2ccccc2s1)c1cc2ccccc2o1 | -16 | 0 | 34 | -16[20 µM] | 1 | 8 | 0.9 | -3 | 6
CCSc1nnc(NC(=O)c2cccc(OCc3c(C)noc3C)c2)s1 | -6 | -16 | -11 | -4 | -0.79 | 9 | -0.7 | 3 | 2
